PTAP-TSG101 blk: qHTS Validation Assay for Inhibitors of HIV-1 Budding by Blocking the Interaction of PTAP/TSG101: Sytravon Library Screen; Tumor susceptibility gene 101 protein (Homo sapiens), Q99816; Fluorescence polarization, FITC-PTAP peptide/Tsg101, 20 min; Potency, µM (series often up to 115 µM), for the others: top-dose activity change, negative = inhibition, actives largely listed as inhibitors; 44,000 tested, under 10 active; further: potency means the concentration at half of the fitted maximal effect; 0% is about no effect
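qHTS FP binding, 20 min r.t.: 10 uM Tsg101 domain + 50 nM FITC-PTAP peptide, pH 7.5 HEPES buffer with TCEP and EDTA.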
GALK inhibitor: qHTS Assay for Inhibitors of Human Galactokinase (GALK): NCGC Sytravon Library Screen | recombinant GALK, Kinase-Glo ATP luminescence, 1 h | Potency, µM (series often up to 57.5 µM), for inactives: at the top dose activity, negative = inhibition, most hits filed as inhibitors | AID 1347072, 2019 | 44,000 tested, under 10 active;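 further: plate controls were full GALK reaction for no effect and reaction lacking GALK for full effect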
Target sequence (P51570 whole entry, looked up): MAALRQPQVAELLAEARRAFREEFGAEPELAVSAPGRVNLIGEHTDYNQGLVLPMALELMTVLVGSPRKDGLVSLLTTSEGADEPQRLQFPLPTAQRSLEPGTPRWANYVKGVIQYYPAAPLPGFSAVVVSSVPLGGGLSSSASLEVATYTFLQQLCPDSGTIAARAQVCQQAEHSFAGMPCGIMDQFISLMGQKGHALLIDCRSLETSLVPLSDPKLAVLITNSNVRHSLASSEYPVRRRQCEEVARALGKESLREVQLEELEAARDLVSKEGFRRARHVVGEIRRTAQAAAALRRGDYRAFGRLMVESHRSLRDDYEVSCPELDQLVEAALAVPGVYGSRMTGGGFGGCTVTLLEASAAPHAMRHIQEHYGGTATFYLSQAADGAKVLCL
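Reactions with and without enzyme served as controls. GALK at 5 nM phosphorylates 100 uM galactose using 35 uM ATP (HEPES pH 8.0, Mg2+) for 1 h at RT, with luminescence read 10 min after adding Kinase-Glo Plus.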
p53null 39C kill: qHTS Screen for Compounds that Selectively Target Cancer Cells with p53 Mutations: Cytotoxicity of p53 Null Cells at the Nonpermissive Temperature. H1299 p53-null (neo) cells, 39C, ATPlite viability, 24 h. Potency, µM (series often up to 46.1 µM), for inactives: at the highest dose activity, negative = cell killing, actives largely listed as cytotoxic. 55,000 tested, 0.97% active. AID 904, 2007;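 further: potency means the concentration at half of the fitted maximal effect; 0% = DMSO only and -100% = full killing by 100 µM tamoxifen; nearly all actives have a fitted effect of over 50% in size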
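Cells seeded at 600/well, 37C overnight. Compound added (up to 46 uM), plates shifted to 39C for 24 hr. ATPlite added, luminescence read after 20 min at room temperature.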
NTMT1 inh: Primary qHTS for Inhibitors of N-terminal methyltransferase 1 (NTMT1): MTaseGlo Assay; N-terminal Xaa-Pro-Lys N-methyltransferase 1 (Homo sapiens), Q9BV86; NTMT1 MTase-Glo SAH luminescence, purified enzyme; Potency, µM (highest dose often 114 µM), without a hit: at the highest dose activity change, negative = inhibition, actives largely listed as inhibitors; 59,000 tested, 2.5% active; AID 1645870, 2021;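 further: potency means the concentration at half of the fitted maximal effect; plate controls were DMSO vehicle for no effect and no enzyme for full effect; nearly all actives have a fitted effect of over 65% in size; many of its hits are not listed in these tables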
Target sequence (Q9BV86 whole entry, looked up): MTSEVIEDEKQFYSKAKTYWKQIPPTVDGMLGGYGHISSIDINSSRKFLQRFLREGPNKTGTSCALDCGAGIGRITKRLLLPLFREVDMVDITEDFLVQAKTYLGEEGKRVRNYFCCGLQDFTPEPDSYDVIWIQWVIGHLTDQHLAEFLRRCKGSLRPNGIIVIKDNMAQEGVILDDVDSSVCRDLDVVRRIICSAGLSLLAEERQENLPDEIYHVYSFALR
B2AR arrestin ag: qHTS assay of beta-arrestin-biased ligands of beta2-adrenergic receptor: NCGC Sytravon Library Screen. Beta-2 adrenergic receptor (Homo sapiens), P07550. HTLA Tango cells, beta-arrestin recruitment, luciferase luminescence, 18 h. Potency, µM (titrated, usually from 46.1 µM), for the others: at the highest dose activation, usual class: activators. 44,000 tested, under 10 active. AID 1347077, 2019;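 further: potency means the concentration at half of the fitted maximal effect; 0% = DMSO and full agonism = EC100 isoproterenol or metaproterenol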
Target sequence (P07550 whole entry, looked up): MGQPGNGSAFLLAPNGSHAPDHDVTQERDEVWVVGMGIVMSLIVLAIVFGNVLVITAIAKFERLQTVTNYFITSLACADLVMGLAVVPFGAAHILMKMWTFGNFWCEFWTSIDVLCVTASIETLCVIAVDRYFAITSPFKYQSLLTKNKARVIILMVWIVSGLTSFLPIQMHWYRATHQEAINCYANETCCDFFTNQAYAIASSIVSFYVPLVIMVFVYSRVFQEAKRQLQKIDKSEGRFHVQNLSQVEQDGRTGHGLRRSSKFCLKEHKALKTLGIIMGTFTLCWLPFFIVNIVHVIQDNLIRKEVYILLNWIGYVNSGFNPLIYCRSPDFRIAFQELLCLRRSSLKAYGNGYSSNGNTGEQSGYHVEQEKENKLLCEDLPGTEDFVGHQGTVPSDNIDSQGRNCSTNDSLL
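Tango cell line, 1% FBS DMEM; cpd titration up to 46 microM; 18 hr, 37 degrees C, 5% CO2. Luciferin/ATP substrate mix added, 15 min RT, luminescence. %Activity, CRC fitting, curve-class categorization.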
p53null 32C kill: qHTS Screen for Compounds that Selectively Target Cancer Cells with p53 Mutations: Cytotoxicity of p53 Null Cells at the Permissive Temperature; H1299-neo p53 null cells, ATP luminescence, 24 h, 32C; Potency, µM (series often up to 46.1 µM), for the others: top-dose activity change, negative = cytotoxicity, usual class: cytotoxic; 55,000 tested, 0.62% active; AID 903, 2007;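 further: potency means the concentration at half of the fitted maximal effect; 0% = DMSO only and -100% = full killing by 100 µM tamoxifen; nearly all actives have a fitted effect of over 55% in size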
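H1299-neo (p53-null) cells, 600/well, were pre-incubated overnight at 37C, then exposed to compounds at up to 46 uM for 24 hr at 32C. Viability was measured as ATP content by luminescence, and AC50 values came from Hill fits.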
FH mod: Identification of activators of human fumarate hydratase by quantitative high-throughput screening; FH coupled MDH/diaphorase resazurin fluorescence, 15 min; Potency, µM (series often up to 79.9 µM), for the others: at the highest dose activity change, negative = inhibition, actives largely listed as inhibitors; 54,000 tested, 0.22% active; further: potency means the concentration at half of the fitted maximal effect; on the % scale 0 is the no-effect control and ±100 the full control effect; the screen sought activators but most active calls are inhibition curves; nearly all actives have a fitted effect of over 45% in size
Numbers without * were called inactive; ? = inconclusive; . = not tested or not shown; [ ] = remark or other dose. The call rests on the fitted dose curve; in most records, active means well fitted curve in the direction sought with a large enough effect; inconclusive means small, poorly fitted or top-dose-only effect, or another doubt; inactive means no such curve, though single readings can be large; an effect the other way counts as inactive or inconclusive.

Each structure is followed by: GALK inhibitor, PTAP-TSG101 blk, NTMT1 inh, FH mod, B2AR arrestin ag, p53null 32C kill, p53null 39C kill
- CCOc1ccc(Nc2c(S(=O)(=O)c3ccc(Cl)cc3)cnc3ccc(OCC)cc23)cc1
    1%, 1%, -5%, ?, -2%, -4%, 30%[activator]
- CCCn1cc(S(=O)(=O)c2ccc(OC)cc2)c(=O)c2cc(F)c(N3CCCC(C)C3)cc21 (configuration not stated)
    0%, -3%, -4%, -21%, 2%, 6%, -3%
- Cc1ccc(-c2nc3ncccc3o2)cc1NC(=O)c1ccc(-c2cccc(Cl)c2C)o1
    0%, -2%, 9%, 4%, 1%, 1%, -9%
- COc1ccc(OC)c(NC(=O)CCc2nc(-c3ccc(C)cc3)no2)c1
    3%, 1%, 5%, -24%, 8%, -4%, -20%
- CC1=C(C(=O)Nc2ccc(F)cc2F)C2(CCN(C(C)C)CC2)OC1=O
    -1%, 1%, 9%, -16%, 1%, -1%, 3%
- COc1ccc(-n2c(=O)c3c4c(sc3n(CC(=O)C(C)(C)C)c2=O)CCCC4)c(OC)c1
    1%, -1%, 12%, -16%, ?, 21%, 14%
- COC(=O)c1ccc(Cl)cc1NC(=O)NCCc1c(C)nn(C)c1C
    0%, -8%, 0%, -1%, 0%, -8%, ?
- O=C(CCS(=O)(=O)c1ccc(Br)s1)Nc1c(F)cccc1F
    0%, -3%, ?, -3%, 1%, 12%, -5%
- Nc1cc(=O)nc(SCC(=O)Nc2ccccc2)n1CCc1ccccc1
    ?, -2%, 13%, -3%, -1%, 11%, -14%
- CCOC(=O)c1cc(-c2ccc(F)cc2)n(CC(=O)NCc2ccc(OC)cc2)c1C
    2%, 4%, 6%, 5%, 2%, -25%, -6%
- Cn1c2ccccc2c2cnn(CC(=O)Nc3ccccc3C(F)(F)F)c(=O)c21
    -1%, 3%, -4%, 3%, -2%, 2%, 17%
- COCCCNC(=O)C(C)n1c2ccccc2c2cnn(C)c(=O)c21 (configuration not stated)
    -3%, 1%, -1%, 6%, -3%, 8%, -19%
- CC(=O)N1c2ccc(S(=O)(=O)NCC3CCC(C(=O)Nc4cc(C)ccc4C)CC3)cc2CC1C (configuration not stated)
    0%, 1%, 3%, 5%, 0%, 1%, -8%
- Cc1cccn2c(Nc3ccccc3)c(-c3cccs3)nc12
    -8%, -1%, -7%, -7%, 0%, 1%, ?
- CCOc1cc(-c2nnc(SCC(=O)NCc3ccc(C)cc3)nc2-c2ccc(OC)c(OCC)c2)ccc1OC
    -1%, 3%, -4%, -3%, -1%, 0%, -4%
- CSc1ccc(CNC(=O)c2cc3c(=O)n(Cc4ccco4)ccc3nc2C)cc1
    1%, 2%, ., ., 1%, -7%, -22%
- COc1ccc(-c2nc3c4ccccc4n(CC(=O)N4CCN(c5ccccc5OC)CC4)c(=O)n3n2)cc1
    -1%, 0%, 17%, -20%, -3%, -1%, -2%
- CCOc1ccccc1C(=O)Nc1cc2c(cc1N1CCOCC1)n(C)c(=O)n2C
    -10%, -3%, 13%, -4%, -2%, -2%, -16%
- Cc1c(C(=O)Nc2cccc(Cl)c2)oc2ccc(S(=O)(=O)N(C)C3CCCCC3)cc12
    1%, -1%, 0%, -12%, 2%, -10%, -3%
- CCCCc1ccc(NC(=O)CSc2nc3ccccc3nc2N2CCCCC2)cc1
    0%, 11%, 6%, -3%, 0%, 11%, 18%
- COC(=O)CSc1nc2sc3c(c2c(=O)n1Cc1ccccc1)CCC(C(C)(C)C)C3 (configuration not stated)
    3%, -5%, 3%, 3%, 0%, -1%, -3%
- CCc1ccc(NC(=O)CCc2c(C)n(C)c3cc(-c4ccccc4C)nn3c2=O)cc1
    -6%, 1%, 6%, -6%, 0%, 3%, 10%
- Cc1ccccc1NC(=O)c1c(C)oc2ccc(O)c(CN3CCCC3)c12
    9%, -2%, ., ., 0%, -6%, -8%
- O=C(NCCO)C(=O)NCC(c1ccc2c(c1)OCO2)N1CCOCC1 (configuration not stated)
    -1%, 0%, 8%, -2%, 0%, 2%, 8%
- Cc1cccc(CN2C(=O)c3ccccc3Sc3ccc(C(=O)NCc4ccco4)cc32)c1
    2%, 1%, -7%, -17%, 5%, 4%, 25%
- Cc1ccc(NC(=O)Cn2c(=O)n(CCCCCC(=O)NCc3ccc(F)cc3)c(=O)c3sccc32)cc1C
    0%, 6%, -15%, 7%, 0%, -4%, -20%
- Clc1ccc(-c2cn3ncsc3n2)cc1
    4%, 6%, -3%, -10%, -1%, ?, -4%
- CCOC(=O)c1c(NC(=O)c2cc(OC)c(OC)c(OC)c2)sc2c1CCCC2
    1%, 1%, 2%, -9%, 0%, -4%, -7%
- CCCCCOc1ccc(NC(=O)Cc2csc(C)n2)cc1
    -4%, -1%, -6%, -5%, -1%, 2%, -15%
- CC1CCN(c2nn3c(=O)c(C(=O)NCCc4ccccc4)cnc3s2)CC1
    0%, -7%, ., ., 1%, 2%, -19%
- COc1ccc(CNC(=O)Cc2ccc(NC(=O)N3CCSc4ncccc43)cc2)cc1OC
    0%, -2%, 11%, 0%, -1%, -5%, 0%
- COc1ccccc1-n1c(-c2ccc(C)cc2)cn2c3c(=O)n(C)c(=O)n(C)c3nc12
    1%, -1%, -9%, 0%, 0%, -11%, 12%
- CC(C)OCCCN1C(=O)c2[nH]nc(-c3ccccc3O)c2C1c1cccc(OCc2ccccc2)c1 (configuration not stated)
    9%, -9%, 8%, ?, 4%, ?, ?
- CCCc1nn2c(=O)cc(COC(=O)c3ccc(NC(=O)COc4ccc(F)cc4)cc3)nc2s1
    -1%, 1%, 8%, -4%, 0%, 0%, 27%
- Cc1cc(NC(=O)c2cc(-c3ccc(Br)cc3)on2)nn1Cc1ccc(Cl)cc1
    0%, 1%, ., ., -1%, -5%, -6%
- CCc1ccc(C2CC(=O)NC(NC(=O)c3ccc(C(C)(C)C)cc3)=N2)cc1 (configuration not stated)
    5%, -1%, 10%, 3%, 1%, 8%, -25%
- COc1ccc(CCNC(=O)c2c(C)oc3ncn(CC(C)C)c(=O)c23)cc1OC
    ?, -3%, -5%, -3%, 0%, 1%, -20%
- Cc1cc(=O)[nH]c2nnc(SCc3cccc(C(F)(F)F)c3)n12
    -1%, 0%, ?, -16%, -3%, -8%, -3%
- CCOc1ccc2c(c1)c(=O)c(S(=O)(=O)c1ccc(CC)cc1)cn2CC
    -13%, -3%, -7%, 2%, 0%, 3%, -19%
- COc1ccc(C(=O)Nc2cccc(C(=O)OCc3cc(=O)n4nc(C5CC5)sc4n3)c2)cc1
    0%, -1%, 6%, 3%, -1%, ?, -8%
- COc1ccc(CCNC(=O)CSCc2nc(-c3cccc(C)c3)oc2C)cc1OC
    1%, -7%, ?, -6%, -2%, -3%, 9%
- CC(C)C(=O)OC1=CN(Cc2ccccc2)S(=O)(=O)c2ccccc21
    0%, -1%, -4%, 4%, -4%, -9%, -24%
- Cc1ccccc1NC(=O)c1cc2c([nH]c1=O)CC(C)(C)CC2=O
    1%, 0%, 16%, 3%, 1%, -5%, -9%
- CCOC(=O)c1cccc(NC(=O)N2CCC(CN3CCCCCC3)CC2)c1
    0%, 3%, ?, -12%, -1%, -6%, 2%
- Cc1nc(C)c(-c2ccc(SCC(=O)Nc3cccc(C)c3C)nn2)s1
    0%, -1%, 3%, -7%, 0%, -8%, 35%[activator]
- O=C(NCCc1csc2nc(-c3ccccc3F)nn12)c1ccco1
    2%, -5%, -12%, -5%, -1%, -8%, 3%
- Cc1cccc(NC(=O)C(NS(=O)(=O)c2cccc3nsnc23)c2ccccc2)c1C (configuration not stated)
    1%, 0%, -1%, -9%, 0%, -1%, 4%
- COc1ccc(NC(=O)CN2C(=O)C(c3ccccc3)=NC23CCC(C)CC3)cc1Cl (configuration not stated)
    -8%, -8%, 0%, -30%, -3%, 13%, 7%
- COc1ccc(Cl)cc1NC(=O)C1CCCN(S(=O)(=O)c2ccc3c(c2)CCCC(=O)N3)C1 (configuration not stated)
    1%, -3%, 0%, -19%, 0%, 17%, 11%
- Cc1ccccc1Cc1c(C)nc2nc(SCC(=O)N(C)c3ccccc3)nn2c1C
    0%, -1%, -1%, -12%, 1%, -6%, 9%

6 successive entries already listed:
Each structure is followed by: GALK inhibitor, PTAP-TSG101 blk, NTMT1 inh, FH mod, B2AR arrestin ag, p53null 32C kill, p53null 39C kill
- Cc1nc(C)c(-c2ccc(SCC(=O)Nc3cccc(C)c3C)nn2)s1
    0%, -1%, 3%, -7%, 0%, -8%, 35%[activator]
- O=C(NCCc1csc2nc(-c3ccccc3F)nn12)c1ccco1
    2%, -5%, -12%, -5%, -1%, -8%, 3%
- Cc1cccc(NC(=O)C(NS(=O)(=O)c2cccc3nsnc23)c2ccccc2)c1C (configuration not stated)
    1%, 0%, -1%, -9%, 0%, -1%, 4%
- COc1ccc(NC(=O)CN2C(=O)C(c3ccccc3)=NC23CCC(C)CC3)cc1Cl (configuration not stated)
    -8%, -8%, 0%, -30%, -3%, 13%, 7%
- COc1ccc(Cl)cc1NC(=O)C1CCCN(S(=O)(=O)c2ccc3c(c2)CCCC(=O)N3)C1 (configuration not stated)
    1%, -3%, 0%, -19%, 0%, 17%, 11%
- Cc1ccccc1Cc1c(C)nc2nc(SCC(=O)N(C)c3ccccc3)nn2c1C
    0%, -1%, -1%, -12%, 1%, -6%, 9%

One compound at a time, from the list above.
`Cc1cccc(NC(=O)C(NS(=O)(=O)c2cccc3nsnc23)c2ccccc2)c1C` (configuration not stated) is listed as GALK inhibitor: 1%; PTAP-TSG101 blk: 0%; NTMT1 inh: -1%; FH mod: -9%; B2AR arrestin ag: 0%; p53null 32C kill: -1%; p53null 39C kill: 4%
`O=C(NCCc1csc2nc(-c3ccccc3F)nn12)c1ccco1` is listed as GALK inhibitor: 2%; PTAP-TSG101 blk: -5%; NTMT1 inh: -12%; FH mod: -5%; B2AR arrestin ag: -1%; p53null 32C kill: -8%; p53null 39C kill: 3%

Not all compounds are listed (hit frequency here may not be typical).
